# XiGFP reactiv: reactivates the inactive X chromosome in mouse fibroblasts | XiGFP mouse fibroblasts, % GFP-positive cells imaging, 3 d; cells co-treated with 5-aza-dC sensitizer; scaled so ellipticine positive control = 100% | activation, % at 7.58 µM | hit rate 0.055% among 360,000 | AID 743238;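 active = mean normalized replicate activation at least 10% and every replicate at or above 10%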;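 also: 0% = median of on-plate neutral control wells and 100% = ellipticine 6 µM median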
#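 Assay system – SV40-immortalized XiGFP fibroblast cells, line 68-5-11 · Buffer or medium – DMEM supplemented with 5-aza-dC as sensitizing agent · Dosing – one concentration, pinned · Benchmarks – positive control ellipticine, 6 µM final · Times – 3 days compound exposure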
# ARNT TACC3 PPI: ARNT/TACC3 interaction disruption | AlphaScreen His-ARNT PAS-B/GST-TACC3 binding, luminescence; TACC3 fragment carries E629A point mutation | inhibition, % at 9.99 µM | hit rate 0.66% among 390,000 | AID 623870;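 active = mean inhibition of replicates at least 50% and at least half of replicates each reaching 50%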;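 also: 0% = complete ARNT plus TACC3 wells and 100% = ARNT alone without TACC3; many hits fall short of the cut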
# ERAP1 HTS inh: ERAP1 (human) enzyme inhibition; Q9NZ08; recombinant ERAP1, Leu-AMC fluorescence, 60 min; inhibition, % at 10.7 µM; hit rate 0.15% among 340,000; AID 652197;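 active = mean replicate inhibition of at least 30%, or all replicates individually reaching that 30% level; inactive = mean below 30% and not every replicate reaching it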;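 also: 0% = neutral control wells and 100% = L-leucinethiol positive control wells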
# esBAF inh: blocks esBAF chromatin remodeling in mouse ES cells; reporter increase, % at 12.5 µM; Bmi1-luciferase knock-in reporter, 24 h; 100% = twice the neutral-well signal; hit rate 2% among 350,000; AID 602393; in the data active = activation above about 40%;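 also: 0% = median of the plate's neutral control wells and 100% = double that signal; a rise in the Bmi1 reporter signal indicates esBAF inhibition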
# RAD52 inh: blocks human RAD52 DNA annealing. recombinant RAD52 DNA annealing, FRET fluorescence. inhibition, % at 18.7 µM. hit rate 0.46% among 360,000. AID 651710;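 active = every replicate showing at least 50% inhibition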
# INS-1E GSIS act: primary screen for activators of insulin secretion dependent on glucose, INS-1E cells, GLuc reporter luminescence; INS-1E GLuc reporter insulin secretion, 2-3 h; AID 743287; hit rate 0.61% among 370,000; activation, % at 16.6 µM;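 active = lowest replicate activation of at least 40%, so every replicate reaches that level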;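 also: 0% = median of neutral control wells and 100% = median of IBMX positive control wells; some compounds called inactive have numbers as strong as hits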
# CFTR F508del cor: correctors of CFTR F508del function in bronchial epithelial cells. CFBE cells, YFP halide quenching; stimulated with forskolin plus potentiator P3; % fluorescence drop versus neutral controls. activity (quench increase), % at 7.58 µM. hit rate 0.36% among 350,000;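 active = mean added fluorescence quench of at least 8% versus neutral control, with both replicates also reaching 8%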;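 also: cells transiently co-express mutant CFTR-F508del with the halide-sensitive YFP; corrector assay measuring rescue of mutant channel to the surface after 24 h compound exposure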
# RAD54 branch: inhibitors of human RAD54 branch migration; RAD54 Holliday junction branch migration, FAM/BHQ fluorescence; hit rate 0.14% among 360,000; inhibition, % at 10.4 µM; Q92698;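 active = mean normalized replicate activity at least 40 and at least half of replicates scoring 40 or more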;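 also: 0% = median of neutral control wells and 100% = median of positive control wells; inhibitors cause a drop in the FAM fluorescence signal; in these data hits start at about 50%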
# Target sequence (Q92698 whole entry, looked up): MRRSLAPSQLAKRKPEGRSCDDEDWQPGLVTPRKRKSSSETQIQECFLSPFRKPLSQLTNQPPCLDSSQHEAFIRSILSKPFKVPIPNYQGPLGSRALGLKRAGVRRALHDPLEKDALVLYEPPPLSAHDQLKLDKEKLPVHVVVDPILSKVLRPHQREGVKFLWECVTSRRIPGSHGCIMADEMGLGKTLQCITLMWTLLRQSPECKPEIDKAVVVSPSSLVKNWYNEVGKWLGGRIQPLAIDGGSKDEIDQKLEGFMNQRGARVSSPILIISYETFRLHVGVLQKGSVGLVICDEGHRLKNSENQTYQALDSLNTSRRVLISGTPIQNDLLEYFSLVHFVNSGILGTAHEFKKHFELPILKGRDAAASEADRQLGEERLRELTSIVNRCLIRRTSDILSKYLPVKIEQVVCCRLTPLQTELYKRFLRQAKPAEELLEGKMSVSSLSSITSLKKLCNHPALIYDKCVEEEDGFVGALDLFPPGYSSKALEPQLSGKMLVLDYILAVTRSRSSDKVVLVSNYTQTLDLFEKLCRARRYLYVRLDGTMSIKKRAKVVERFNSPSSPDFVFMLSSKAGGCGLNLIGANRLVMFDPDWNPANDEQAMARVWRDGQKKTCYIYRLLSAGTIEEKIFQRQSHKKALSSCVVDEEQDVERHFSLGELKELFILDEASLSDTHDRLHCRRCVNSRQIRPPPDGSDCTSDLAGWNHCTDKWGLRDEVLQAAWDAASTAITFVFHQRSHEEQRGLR
# Starred values were filed as active, the others as inactive; · = not tested or not shown; & = joins results of further samples. Hits appear at their usual frequency; 3.3% or so of the library scored in one or more.
SMILES,XiGFP reactiv,ARNT TACC3 PPI,ERAP1 HTS inh,esBAF inh,RAD52 inh,INS-1E GSIS act,CFTR F508del cor,RAD54 branch
COCCn1c(=O)c2cc3c(=O)n(CCOC)c(=O)c3cc2c1=O,·,-8,2,-6,-11,-1,-1.7,7
O=C(O)Cc1c[nH]c2ccccc12,·,-20,·,-4,-19,-5,1.6,0
O=C(NCCn1cc(SCc2ccccc2)c2ccccc21)c1c(F)cccc1F,0.1,-2,3,12,-2,-19,-3.3,-3
O=C1c2ccccc2C(=O)N1Cc1cnc(N2CCN(c3ccccc3)CC2)s1,-0.1,-11,-2,·,-14,11,11*,·
Cc1onc(-c2ccccc2Cl)c1C(=O)N1CCN(Cc2ccc3c(c2)OCO3)CC1,0.6,4,5,-2,1,-2,0.1,1
O=C(C[C@@H]1CC[C@H]2[C@@H](COC[C@@H](O)CN2C(=O)c2ccc(F)cc2)O1)NCCCN1CCOCC1,-0.1,·,0,-9,14,3,0.9,3
Cc1ccc(CNC(=O)C2CCCN(S(=O)(=O)c3c(C)noc3/C=C/N(C)C)C2)cc1 (stereo unspecified),1.4,-4,·,·,-234,-2,-0.8,·
CC(C)C#Cc1ccc([C@@H]2[C@@H](C#N)N(C(=O)C3CCC3)[C@H]2CO)cc1,-0.1,-1,-1,9,-2,0,0.3,1
CC(C)(C)c1ccc(C(=O)C2CC2)cc1,-0.1,·,0,3,-5,·,-4.1,1
CC1=N/C(=C\c2ccc([N+](=O)[O-])cc2)C(=O)N1c1ccc(F)cc1F,0.0,9,1,0,-15,·,3.4,6
C=CC[C@@]12N=C(c3ccc(OCCCO)cc3)O[C@@H]1c1ccccc1CN(C(=O)c1ccccc1)C2=O,·,10,0,·,-3,·,4.4,-10
COCCSc1ccccc1C(=O)Nc1ccc(Cl)cc1,0.0,-30,-1,·,-11,-3,-1.1,·
C[C@H](CO)N1C[C@H](C)[C@H](CN(C)Cc2ccc3c(c2)OCO3)Oc2ncc(Br)cc2C1=O,·,-2&-4,0&0,-3&-4,-13&9,·,2.7&2.5,-11&-4
CC1(C(=O)NS(=O)(=O)c2cccc(F)c2)CCN1C(=O)Cc1cccs1 (stereo unspecified),0.0,·,0,1,2,-6,0.4,3
COC(=O)c1cc(C(=O)c2ccccc2)n2c(=O)/c(=C\N(C)C)sc12,0.2,·,2,·,-28,13,1.3,·
C[C@H](NC(=O)OCc1ccccc1)C(=O)NNC(=O)[C@H](Cc1ccccc1)NC(=O)OC(C)(C)C,0.0,4,5,-4,1,9,0.9,-5
CCOC(=O)N1CCN(Cc2nc3cc(NC(=O)CC(C)C)ccc3n2C)CC1,0.0,-1,6,-1,-1,-6,-0.7,-3
Cc1[nH]nc(SCC(=O)NCc2ccccc2)c1[N+](=O)[O-],0.0,1,·,·,·,14,·,-3
C[C@@H](NC(=O)c1ncn2c1C(=O)NC[C@@H]2C)c1ccccc1,0.2,·,5,-4,-9,10,-3.1,-7
COC(=O)C[C@H]1CC[C@@H]2[C@H](COc3ccc(NC(=O)Nc4c(C)noc4C)cc3C(=O)N2C)O1,0.0,3,1,-6,-18,6,0.6,-2
COc1ccc(/C(O)=C2/C(=O)C(=O)N(CCN3CCOCC3)C2c2ccc(C)cc2)cc1 (stereo unspecified),·,-7,·,2,·,24,·,5
CC(O)C(NS(=O)(=O)c1ccc2ccccc2c1)C(=O)OCC(=O)Nc1ccccc1OC(F)F (stereo unspecified),0.0,·,2,2,-7,0,0.9,4
O=C(Nc1ccccc1[N+](=O)[O-])C1(c2ccccc2)CCOCC1,0.1,-2,0,1,-3,39,-0.2,-13
O=C(C[C@H]1CC[C@H]2[C@@H](COC[C@H](O)CN2C(=O)Nc2ccc(Cl)c(Cl)c2)O1)NC1CCC1,-0.1,1,1,-1,10,-17,1.5,-1
O=C(O)C[C@H]1C[C@@H]2c3cc(NC(=O)Nc4ccc(C(F)(F)F)cc4)ccc3O[C@@H]2[C@H](CO)O1,0.0,3,-1,-2,1,2,0.0,0

# Next section; the last 2 above are carried over.
SMILES,XiGFP reactiv,ARNT TACC3 PPI,ERAP1 HTS inh,esBAF inh,RAD52 inh,INS-1E GSIS act,CFTR F508del cor,RAD54 branch
O=C(C[C@H]1CC[C@H]2[C@@H](COC[C@H](O)CN2C(=O)Nc2ccc(Cl)c(Cl)c2)O1)NC1CCC1,-0.1,1,1,-1,10,-17,1.5,-1
O=C(O)C[C@H]1C[C@@H]2c3cc(NC(=O)Nc4ccc(C(F)(F)F)cc4)ccc3O[C@@H]2[C@H](CO)O1,0.0,3,-1,-2,1,2,0.0,0
C[C@@H]1CN([C@@H](C)CO)C(=O)c2cc(/C=C/c3ccccc3)cnc2O[C@H]1CN(C)S(=O)(=O)c1cn(C)cn1,0.0,-10,-3,-2,20,6,·,-5
O=C(Nc1ccccc1)c1cc(C2CCCCN2C(=O)CCc2ccccc2)on1 (stereo unspecified),0.0,·,2,16,-14,-4,-1.4,-3
Cn1c(SCC(=O)N2CCCC2=O)nc2ccccc2c1=O,0.1,-6,-3,-4,-8,·,2.0,-7
CC1CCCC2(C1)NC(=S)c1c(sc3c1CCCC3)N2 (stereo unspecified),·,-4,·,0,·,-39,·,-6
CCOc1ccc(C(=O)NCc2cccnc2)cc1,·,-6,·,-3,·,13,·,10
O=[N+]([O-])c1ccc2c3n([n+]([O-])c2c1)CCN=C3c1ccc(Cl)cc1,-0.1,4,1,7,-6,5,0.9,-7
OC[C@@H]1[C@@H](c2ccc(-c3ccc(F)cc3)cc2)[C@@H]2CN(Cc3cccnc3)CCCCN12,0.2,-4,-2,0,-8,-14,1.5,12
C[C@@H]1CN([C@@H](C)CO)S(=O)(=O)c2ccc(C#Cc3ccccc3)cc2O[C@@H]1CN(C)CC1CC1,-0.1,6,-3,2,-9,-23,2.1,-7
C=CC[N+](C)(C)CCCNC(=O)/C=N/O,0.1,-2,69*,·,4,7,·,·
CC[n+]1c(/C=C/N(C)c2ccccc2)oc2ccc(F)cc21,0.1,10,·,·,·,-2,·,-1
CCCCNC(=O)C(=O)N/N=C/c1ccc(C(=O)OC)cc1,0.0,37,0,·,-20,3,-1.0,·
COc1ccc(-c2c(C(C)=O)c(C)nc3sc4c(=N)n(N)cnc4c23)cc1,0.1,9,·,0,·,25,·,·
O=C(CSc1nccc(=O)[nH]1)c1c[nH]c2ccccc12,0.0,1,-2,3,-22,0,-1.7,-8
CSc1cccc(NC(=S)N(CCN(C)C)C(C)c2ccncc2)c1 (stereo unspecified),-0.2,3,-4,·,-11,6,-1.4,3
COc1ccc(OC)c(S(=O)(=O)NNC(=S)Nc2ccc3c(c2)OCO3)c1,0.4,9,1,16,-7,-3,-1.6,-3
Cc1ccc(Cn2ncc3c(N4CCN(CC#N)CC4)ncnc32)cc1,0.0,-1,0,·,-11,-13,2.1,·
CCOC(=O)c1ccccc1NC(=O)CSc1nc2ccccc2c(=O)[nH]1,0.0,-1,-2,·,-8,1,0.6,·
O=C(/C=C/c1ccc(O)cc1)c1ccccc1,0.0,-2,-1,59*,-34,-20,0.5,·
COc1ccc(NC(=O)N(C)C[C@@H]2Oc3ccc(NS(=O)(=O)c4ccccc4)cc3CC(=O)N([C@H](C)CO)C[C@H]2C)cc1,-1.2,·,-4,4,16,-2,-1.9,·
Cc1ccc(C(=O)C2CCN(C(=S)NCCCOC(C)C)CC2)cc1,0.0,-2,-2,-5,-1,-11,1.9,-8
COc1ccc(NC(=O)C(OC)c2ccccc2)cc1Cl (stereo unspecified),0.0,-1,·,-6,·,16,·,·
O=C(NNC(=O)C1C2C=CC(C2)C1C(=O)O)c1ccccc1O (stereo unspecified),0.0,1,2,0,-15,-3,-0.5,0
CC(C)NC(=O)NC(=O)COC(=O)c1ncc(Cl)c(Cl)c1Cl,0.2,6,-1,·,-2,-1,-0.7,·
COc1ccc(NC(=O)C2CCCN(S(=O)(=O)c3c(C)n[nH]c3C)C2)cc1OC (stereo unspecified),-0.7,1,3,·,11,-28,2.8,·
Cc1cccc(C(=O)N[C@H](C(=O)Nc2nc3ccc(S(C)(=O)=O)cc3s2)C(C)C)c1,0.4,1,7,·,-11,-19,-1.4,·
# Other compounds follow:
SMILES,XiGFP reactiv,ARNT TACC3 PPI,ERAP1 HTS inh,esBAF inh,RAD52 inh,INS-1E GSIS act,CFTR F508del cor,RAD54 branch
CC(C)(C)OC(=O)N1CCCC(C(=O)Nc2cccc(C(=O)NC3CC3)c2)C1 (stereo unspecified),0.0,-4,·,0,-2,3,1.0,-6
CC(=O)N(CN1C(=O)CCC1=O)c1ccc(Cl)c(Cl)c1,0.0,0,0,·,-5,·,0.5,·
COc1ccc([Si](C)(C)[C@H]2[C@H](CCn3cc(CCO)nn3)O[C@@]3(C(=O)N(C)c4c(Br)cc(C)cc43)[C@@H]2C)cc1,·,33,-1,·,16,·,3.3,-6
CC(C)c1ccc(C2(C)NC(=O)N(CC(=O)NC3(C#N)CCCC3)C2=O)cc1 (stereo unspecified),0.0,·,9,3,3,-18,0.5,·
O=C(CC(O)(c1ccccc1)C(F)(F)F)c1cccs1 (stereo unspecified),·,30,3,4,-12,11,3.8,-2
COc1ccc(-c2cnc3c(c2)C(=O)N([C@H](C)CO)C[C@H](C)[C@@H](CN(C)Cc2ccccc2)O3)cc1,-0.3,-2,-1,4,4,-14,1.0,5
Cc1noc(C)c1NC(=O)N(C)C[C@H]1Oc2c(cccc2N(C)C)C(=O)N([C@H](C)CO)C[C@@H]1C,-0.2&0.3,8&-9,-3,-2&5,0,23&5,-1.0&-0.4,0&-5
O=C(O)c1ccc(NS(=O)(=O)Cc2ccc(Cl)c(Cl)c2)cc1,0.1,-6,-3,-5,-60,11,0.1,5
CC(=O)N1CCN(C(C)=O)c2ccccc21,0.3,-4,-3,4,4,20,-0.5,3
O=C(Nc1ccccc1F)N1C[C@@H]2[C@H](c3ccccc31)[C@H](CO)N2C(=O)C1CC1,0.0,13,-1,29,-15,6,-1.7,4
COc1cc(C(=O)OCCCOC(=O)c2cc(OC)c(OC)c(OC)c2)cc(OC)c1OC,0.2,-10,0,-1,-16,41,-0.8,0
Cc1ccc(OCC(=O)Nc2ccc(S(=O)(=O)N3CCOCC3)cc2)c([N+](=O)[O-])n1,0.2,·,3,·,-14,7,1.1,·
CCC1=C(OC(=O)N(CC)CC)N2C(=O)OC(=NCC3CC3)[C@]2(C)[C@H]2C1=CC[C@H]1C(=O)N(CC)C(=O)[C@H]12,0.7,-6,-1,1,-1,·,-0.8,1
O=C(/C=C/c1cccc([N+](=O)[O-])c1)NCCN1CCOCC1,·,0,0,2,-5,15,0.3,-12
O=C([C@H]1[C@H](CO)[C@H]2Cn3c(cccc3=O)[C@@H]1N2CCC(F)(F)F)N1CCCCC1,0.0,-4,0,-4,-7,10,-5.3,13
CC(=O)N/N=C(\C)c1cccc(NC(=O)c2cccs2)c1,0.0,28,1,·,-3,2,-0.8,·
COC(=O)CCCn1cc(CN2CC(N3CCN(C)CC3)CS2(=O)=O)nn1 (stereo unspecified),-0.1,·,-1,·,-16,1,2.1,·
O=C(Cn1ccc([N+](=O)[O-])n1)N1CCCCCC1,0.0,-4,-5,-13,-8,8,0.8,7
CC(=O)N(C[C@@H]1N[C@@H](CO)[C@H]1c1ccc(-c2ccc(F)cc2)cc1)C(C)C,0.2,2,-1,1,-3,-2,0.8,6

# Compound activity from PubChem.
